Screens (PubChem BioAssay)
TRPC6 activator: mouse TRPC6 channel activation; Q61143; HEK293-TRPC6 membrane potential dye fluorescence; stronger effect = higher value; B-score at 10 µM; 310,000 compounds, 0.13% hits; AID 2550;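 active means B-score of the integrated fluorescence ratio above library mean plus 3 SD, and starting fluorescence ratio within library mean plus 5 SD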;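 further: higher score means more depolarization so channel activation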
TRPC4 PAM: allosterically enhances the mouse TRPC4 cation channel; B-score at 10 µM; HEK293 TRPC4beta/mu-opioid, DAMGO EC20, Fluo-4 Ca2+ flux; stronger effect = higher value; Q9QUQ5; 310,000 compounds, 0.42% hits; AID 2227;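 active means B-score of calcium response area above 5 SD of library B-scores, with initial fluorescence ratio within 5 SD of library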;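 further: B-score of integrated fluorescence ratio over time as area under calcium response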
TRPC4 inh: inhibitors of mouse TRPC4 channel | AID 2247 | B-score at 10 µM | HEK293 TRPC4beta/mu-opioid, DAMGO-evoked Fluo4 calcium flux; stronger effect = lower value | 300,000 compounds, 0.39% hits;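 active means B-score over 3 SD under the library average, no early fluorescence shift, positive overall ratio signal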
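Material: HEK293 cells with stable TRPC4beta plus mu-opioid receptor expression; probe or stimulus: DAMGO in two steps, submaximal then maximal; technique: Fluo4 calcium fluorescence by kinetic imaging, 5 s 1 Hz baseline; measure: integrated fluorescence ratio relative to baseline, converted to per-well B score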
MrgX1 PAM: human MrgX1 positive allosteric modulation, primary screen. Q96LB2. MrgX1-HEK293, Fluo-4 calcium flux, FDSS; stronger effect = higher value. B-score at 10 µM. 310,000 compounds, 0.63% hits. AID 588675;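 active means plate-corrected calcium response at least 3 library SD above typical, normal starting fluorescence, not activating the receptor alone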;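 further: compound read alongside a low EC10 to EC30 dose of BAM8-22 agonist; peak minus trough fluorescence over baseline measured at the second addition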
TMEM16A inh: mouse TMEM16A channel inhibition, primary screen; Q8BHY3; HEK293 TMEM16A/YFP iodide influx fluorescence, ionomycin; normalized B-score (activity score, 25-100; higher = stronger inhibition) at 10 µM; 310,000 compounds, 1.2% hits; AID 588511;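 active means ratio plate-corrected score three or more library SD toward inhibition, starting fluorescence score within five deviations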;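 further: score derived from kinetic fluorescence span divided by baseline fluorescence per well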
Target sequence (Q8BHY3 whole entry, looked up): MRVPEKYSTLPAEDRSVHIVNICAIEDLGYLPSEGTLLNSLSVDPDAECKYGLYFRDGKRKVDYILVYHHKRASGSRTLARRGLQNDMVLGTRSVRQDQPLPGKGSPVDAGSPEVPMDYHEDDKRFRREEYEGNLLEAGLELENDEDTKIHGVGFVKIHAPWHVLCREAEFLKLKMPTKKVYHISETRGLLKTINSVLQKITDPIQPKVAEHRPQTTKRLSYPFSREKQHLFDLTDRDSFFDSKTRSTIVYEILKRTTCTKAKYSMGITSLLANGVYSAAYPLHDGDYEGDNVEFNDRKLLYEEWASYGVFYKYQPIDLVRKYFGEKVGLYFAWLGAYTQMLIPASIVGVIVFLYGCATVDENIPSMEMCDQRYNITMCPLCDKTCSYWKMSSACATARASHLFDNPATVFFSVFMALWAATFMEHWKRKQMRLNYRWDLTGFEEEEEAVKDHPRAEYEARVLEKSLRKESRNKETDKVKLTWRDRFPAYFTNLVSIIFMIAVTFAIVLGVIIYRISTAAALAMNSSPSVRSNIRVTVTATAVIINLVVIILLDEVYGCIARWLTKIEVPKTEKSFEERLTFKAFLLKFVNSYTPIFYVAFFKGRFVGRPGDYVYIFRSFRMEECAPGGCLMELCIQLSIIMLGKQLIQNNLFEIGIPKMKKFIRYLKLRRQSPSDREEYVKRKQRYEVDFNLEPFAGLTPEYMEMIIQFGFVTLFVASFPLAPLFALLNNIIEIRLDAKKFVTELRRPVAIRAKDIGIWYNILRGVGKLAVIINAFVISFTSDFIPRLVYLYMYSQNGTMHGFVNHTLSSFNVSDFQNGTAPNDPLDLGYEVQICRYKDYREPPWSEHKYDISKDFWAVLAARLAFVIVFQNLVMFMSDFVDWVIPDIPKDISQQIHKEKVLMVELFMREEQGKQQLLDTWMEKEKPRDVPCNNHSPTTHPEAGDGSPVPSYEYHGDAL
MrgX1 antagonist: blocks BAM8-22 activation of human MrgX1 receptor | Q96LB2 | MRGX1-HEK293 calcium flux, Fluo-4, BAM8-22 antagonism; stronger effect = lower value | B-score at 10 µM | 310,000 compounds, 1.3% hits | AID 588676;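 active means calcium-response B-score plate-corrected more than 3 library SD below zero, starting fluorescence within 5 deviations, no agonist response on first addition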;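 further: peak minus trough fluorescence over baseline after final BAM8-22 challenge near maximal dose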
SKKanGAS inh: SKKanGAS growth inhibition. S. pyogenes SKKanGAS, kanamycin growth, BacTiter-Glo, 6 h. inhibition, % at 7.5 µM. 300,000 compounds, 1.3% hits;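 active means mean replicate score, as percent of positive control median, at least 50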;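 further: strain carries kanamycin resistance gene driven by streptokinase promoter and grows in 40 µg/ml kanamycin; loss of luminescence reflects streptokinase promoter inhibition or plain growth inhibition; 0% = median of DMSO wells and 100% = positive control at its reference dose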
MrgX1 agonist: human MrgX1 receptor agonism, primary screen; AID 588627; B-score at 10 µM; Q96LB2; MrgX1-HEK293 cells, Fluo-4 calcium fluorescence, agonist mode; stronger effect = higher value; 310,000 compounds, 0.44% hits;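 active means calcium response B-score plate-corrected fluorescence ratio at least 3 library SD, with starting fluorescence B-score inside 5 SD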
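Material: HEK293 cells stably expressing human MrgX1 receptor | Quantity: 15,000 cells per well | Times: Cells plated overnight, dye loaded 0.5 h 37 °C, 0.5 h room temperature | Measured by: Kinetic Fluo-4 NW fluorescence of intracellular calcium | Control set: Positive and negative controls per plate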
ANO1 activ: activates or potentiates the mouse TMEM16A chloride channel; Q8BHY3; B-score at 10 µM; HEK293 TMEM16A/YFP-H148Q/I152L, iodide quench fluorescence; stronger effect = lower value; 340,000 compounds, 0.3% hits;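 active means fluorescence-ratio B-score plate-corrected deviation score at least 3 library SD below zero, with starting fluorescence score within 5 deviations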;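 further: channel opened by trigger with iodide after compound preincubation; score built on the fluorescence ratio of max minus min over baseline; more negative score means more quench and so TMEM16A activation or potentiation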
TRPC4 act: opens the mouse TRPC4 cation channel; Q9QUQ5; HEK293 TRPC4beta/mu-opioid, Fluo4 calcium fluorescence; stronger effect = higher value; B-score at 10 µM; 310,000 compounds, 0.49% hits; AID 2237;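 active means B-score above 5 SD of library B-scores, and initial fluorescence ratio not above library mean plus 5 SD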;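 further: positive B-score marks a calcium rise read as TRPC4 activation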
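Test system: HEK293 cells stably co-expressing mouse TRPC4beta and mu-opioid receptor | Schedule: Fluo4 dye loading 45 min at room temperature, 110 s recording | Measured by: Kinetic Fluo4 calcium fluorescence, 5 s baseline at 1 Hz | Evaluation: B score of integrated ratio | Controls: Buffer (low) and maximal DAMGO (high)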
TRPC6 inhibitor: mouse TRPC6 channel inhibition; AID 2553; 310,000 compounds, 1.1% hits; Q61143; B-score at 10 µM; HEK293-TRPC6, membrane potential dye, ACh-evoked depolarization; stronger effect = lower value;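 active means B-score under library mean minus 3 SD, initial fluorescence not abnormally high, positive integrated signal ratio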;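 further: B-score derived from integrated fluorescence ratio over the kinetic read; more negative B-score means stronger inhibition of depolarization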
Starred values were filed as active, the others as inactive; i = inactive; x = no result given.

SMILES | TRPC6 activator | TRPC4 PAM | TRPC4 inh | MrgX1 PAM | TMEM16A inh | MrgX1 antagonist | SKKanGAS inh | MrgX1 agonist | ANO1 activ | TRPC4 act | TRPC6 inhibitor
COc1ccc(SC[C@H](Cc2ccccc2)N2CCN(CCc3ccccc3)CCC2=O)cc1 | i | i | i | i | i | i | 6 | i | i | i | i
O=C(CCS(=O)(=O)c1cccc2nonc12)NCCc1ccccc1Cl | i | i | i | i | i | i | 2 | i | i | i | i
COC(=O)C1=C(C)C(c2cccs2)NC(=O)N1C (configuration not stated) | i | i | i | i | i | i | 3 | i | i | i | i
Cc1nnc(SCC(=O)N2CCOCC2)s1 | i | i | i | i | i | i | -5 | i | i | i | i
O=S(=O)(Nc1nc2ccccc2nc1NCc1ccco1)c1cccs1 | i | i | i | i | i | i | -2 | i | x | i | i
CC(=O)Oc1ccc(-c2cccc(C(=O)NCCO)c2)cc1 | i | i | i | i | i | i | 2 | i | i | i | i
COc1ccc(N2CCN(C(=O)[C@@H](NC(=O)c3cc(OC)cc(OC)c3)C(C)C)CC2)cc1 | i | i | i | i | i | i | 1 | i | i | i | i
COc1cc(NC(=O)CSc2nc(C3CC3)nc3ccccc23)cc(OC)c1 | i | i | i | i | i | i | -4 | i | i | i | i
O=C(CSc1nc2ccccc2n1CC(=O)N1CCCC1)N1CCN(C(=O)c2ccco2)CC1 | i | i | i | i | i | i | 5 | i | i | i | i
CN(/N=C/C=C/c1ccccc1)C1=NS(=O)(=O)c2ccccc21 | i | i | i | i | i | i | -5 | i | i | i | i
O=C1c2cc(Cl)ccc2OC2(CCNCC2)C12CC(c1ccc(Cl)cc1)=NO2 (configuration not stated) | i | i | i | i | i | i | 4 | i | i | i | i
CC1C(=O)O[C@@H]2C[C@@H](C)[C@@H]3CCC(=O)[C@@]3(C)[C@@H](O)[C@H]12 (some centres not stated) | i | i | i | i | i | i | -1 | i | i | i | i
Cc1cc(=O)[nH]c(-c2ccccc2OC(F)(F)F)n1 | i | i | i | i | i | i | 3 | i | i | i | i
O=C(CCN1C(=O)c2ccccc2S1(=O)=O)NCc1ccc(F)cc1 | i | i | i | x | x | x | -4 | x | i | i | i
CCCCCC(=O)Nc1ccc(S(=O)(=O)Nc2nccnc2OC)cc1 | i | i | i | i | i | i | -2 | i | i | i | i
COc1ccc(NC(=O)c2cc3cc(C)ccc3n2C)c(OC)c1 | i | i | i | i | i | i | -2 | i | i | i | i
CCOC(=O)CN1C(=O)C(Sc2n[nH]c(-c3ccccc3)n2)CCc2ccccc21 (configuration not stated) | i | i | i | i | i | i | -4 | i | i | i | i
O=C(CNCc1ccc(Cl)cc1)N1CCc2ccccc2C1 | i | i | i | i | i | i | 5 | i | i | i | i
COc1cccc(N(CC(=O)NC2CCCCCC2)S(=O)(=O)c2ccccc2)c1 | i | i | i | i | i | i | 5 | i | i | i | i
CCCN(CC(=O)Nc1ccc(OC)c(OC)c1)CC(=O)Nc1ccc(F)c(F)c1F | i | i | i | i | i | i | -6 | i | i | i | i
O=C(O)CN1C(=O)c2ccc(Oc3cccc4c3C(=O)N(CC(=O)O)C4=O)cc2C1=O | i | i | i | i | i | i | 0 | i | i | i | i
Cc1c(C)c2cc(Cl)c(O)c(CN3CCCC(C)C3)c2oc1=O (configuration not stated) | i | i | i | i | i | i | 0 | i | i | i | i
N/C(=N\OC(=O)c1ccc2ccccc2c1)c1ccc(Br)cc1 | i | i | i | i | i | i | -18 | i | i | i | i
CC(=O)Nc1ccc(S(=O)(=O)NCC(CCC(=O)O)C(F)(F)F)cc1 (configuration not stated) | i | i | i | i | i | i | 0 | i | i | i | i
COC(=O)COc1ccc(S(=O)(=O)N2CCc3ccccc3C2)cc1 | i | i | i | i | i | i | 7 | i | i | i | i
O=C(OCc1c(F)cccc1Cl)c1cnccn1 | i | i | i | i | i | i | 2 | i | i | i | i
CCn1c2ccccc2c2cc(NC(=O)COC(=O)c3cc(S(=O)(=O)N4CCCCC4)ccc3Cl)ccc21 | i | i | i | i | i | i | 2 | i | i | i | i
CC(C)N(C(=O)COC(=O)CNC(=O)c1ccc(Br)cc1)c1ccccc1 | i | i | i | i | i | i | 0 | i | i | i | i
CCOC(=O)c1ccccc1N/C=C1\CCCCC1=O | i | i | i | i | i | i | -9 | i | i | i | i
c1ccc(Cn2nnnc2CN2CCN(Cc3ccc4c(c3)OCO4)CC2)cc1 | i | i | i | i | i | i | -4 | i | i | i | i
CCn1ccnc1CN1CCC(n2nccc2NC(=O)c2ccccc2OC)CC1 | i | i | i | i | i | i | -7 | i | i | i | i
O=C(O)c1ccccc1-c1nc2ccccc2c(=O)n1O | i | i | i | i | i | i | 11 | i | i | i | i
COc1ccc(CN(C(=O)CN2C(=O)c3ccccc3S2(=O)=O)C(C(=O)NCC2CCCO2)c2ccco2)cc1 (configuration not stated) | i | i | i | i | i | i | 0 | i | i | i | i
CCOC(=O)c1ccc(N=c2scc(C)n2CC)cc1 | i | i | i | i | i | i | -11 | i | i | i | i
CC/C=C/C(=O)N1CC2(CC(c3cccc(NC(=O)COc4ccc(Cl)cc4)c3)=NO2)C[C@H]1C(N)=O (some centres not stated) | i | i | i | i | i | i | 3 | i | i | i | i
Cc1ccccc1C(=O)Nc1cccc(-c2nnc(SCC(=O)O)n2C)c1 | i | i | i | i | i | i | -3 | i | i | i | i
O=C(CNS(=O)(=O)c1ccc(F)c(Cl)c1)NCCc1ccccc1 | i | i | i | i | i | i | -4 | i | i | i | i
CCSc1nnc(NC(=O)/C=C/c2ccco2)s1 | i | i | i | i | i | i | 20 | i | i | i | i
O=C(Nc1ccc(Cl)cc1C(=O)NCC1CCCO1)c1ccc(Cl)cc1Cl (configuration not stated) | i | i | i | i | i | i | 11 | i | i | i | i
COc1ccc(CSCCc2n[nH]c(=S)n2-c2ccccc2)cc1C | i | i | i | i | i | i | 5 | i | i | i | i
C[C@H](NC(=O)c1cc2c(cn1)[nH]c1ccccc12)C(=O)O | i | i | i | i | i | i | 0 | i | i | i | i
O=C(Nc1ccc2nccnc2c1)c1cnccn1 | i | i | i | i | i | i | 2 | i | i | i | -5.8*
NC(=O)c1cc(-c2cccnc2)nc2ccc(Br)cc12 | i | i | i | i | i | i | -11 | i | i | i | i
CC(=O)c1c(N2CCOCC2)nc(=S)n(Cc2ccccc2)c1C | i | i | i | i | i | i | -7 | i | i | i | i
CCOC(=O)CNC(=O)CSc1ncnc2c1cnn2-c1ccccc1 | i | i | i | i | i | -6.1* | -3 | i | i | i | i
O=C(O)CCCC(=O)Nc1ccccc1C(=O)N1CCOCC1 | i | i | i | i | i | i | 2 | i | i | i | i
CCOC(=O)c1nc(NCc2ccccc2)c2ccccc2n1 | i | i | i | i | i | i | 1 | i | i | i | i
CCC(C)(NC(=O)c1cccc(N2C(=O)CSC2c2ccccc2)c1)C(=O)Nc1ccccc1C (configuration not stated) | i | i | i | i | i | i | -6 | i | i | i | i
O=C(Nc1ccc(C(=O)O)cc1)/C(=C\c1ccco1)NC(=O)c1ccccc1 | i | i | i | i | i | i | 4 | i | i | i | i
CC1(C)CC(NC(=O)C2CCN(S(=O)(=O)c3ccccc3C(F)(F)F)CC2)CC(C)(C)N1 | i | i | i | i | i | i | 1 | i | i | i | i
O=C1c2ccccc2C(=O)N1CSc1nnc(Nc2ccccc2)s1 | i | i | i | i | i | i | -16 | i | i | i | i
COc1ccccc1/C=N/n1c(N)c(S(=O)(=O)c2cccs2)c2nc3ccccc3nc21 | i | i | i | i | i | i | 17 | i | i | i | i
Cc1cc(C)n2nc(SCc3ccccc3C(=O)O)nc2n1 | i | i | i | i | i | i | 1 | i | i | i | i
CC1=NNC(=O)C1Cc1c(Cl)cccc1Cl (configuration not stated) | i | i | i | i | i | i | -4 | i | i | i | i
COc1cc(C(=O)NCc2nnc(SCC(=O)c3ccc(Cl)cc3)o2)cc(OC)c1OC | i | i | i | i | i | i | 0 | i | i | i | i
Cc1cccc(-n2nnnc2SCC(=O)c2cc(C)n(CC3CCCO3)c2C)c1 (configuration not stated) | i | i | i | i | i | i | 6 | i | i | i | i
Cc1ccccc1/C=N/N=C1/NC(=O)CCS1 | i | i | i | i | i | i | -9 | i | i | i | i
Cc1ncc(CO)c(/C=N/NC(=O)c2cccc(S(=O)(=O)N3CCCC3)c2)c1O | i | i | i | i | i | i | -2 | i | i | i | i
CCc1ccccc1NC(=O)C1CC(c2ccc(F)cc2)=NO1 (configuration not stated) | i | i | i | i | i | i | -2 | i | i | i | i
CCN1CCN(CCCNC(=O)c2ccc3c(=O)n(CCc4ccccc4)c(=O)[nH]c3c2)CC1 | i | i | i | i | i | i | -3 | i | i | i | i
(more compounds)
SMILES | TRPC6 activator | TRPC4 PAM | TRPC4 inh | MrgX1 PAM | TMEM16A inh | MrgX1 antagonist | SKKanGAS inh | MrgX1 agonist | ANO1 activ | TRPC4 act | TRPC6 inhibitor
Cc1ccc(Nc2ccc(C(F)(F)F)cc2[N+](=O)[O-])cc1 | i | i | i | i | i | i | -5 | i | i | i | i
CCN(C(=O)CN(C)Cc1c(F)cccc1Cl)c1c(N)n(Cc2ccccc2)c(=O)[nH]c1=O | i | i | i | i | i | i | -2 | i | i | i | i
CCC(CO)Nc1nc(CN2CCCCC2)nc2scc(-c3ccccc3)c12 (configuration not stated) | i | i | i | i | i | i | -15 | i | i | i | i
O=C(Nc1ccccc1N1CCCC1)c1cc2ccccc2o1 | i | i | i | i | i | i | -12 | i | i | i | i
COc1cc(OC)cc(C(=O)OCCNC(=O)Cn2cnc3c2c(=O)n(C)c(=O)n3C)c1 | i | i | i | i | i | i | 4 | i | x | i | i
CC(=O)c1c(N2CCOCC2)[nH]c(-c2ccccc2)nc1=S | i | i | i | i | i | i | 0 | i | i | i | i
